Source: PubChem (National Center for Advancing Translational Sciences (NCATS))
FLuc inh – inhibitors of firefly (Photinus pyralis) luciferase; purified P. pyralis luciferase, luminescence, biochemical; Potency, µM (highest dose often 115 µM), for the others: top-dose activity change, negative = inhibition, actives largely listed as inhibitors; 2.5% of 76,000 active; also: potency is read from the fitted curve at half-maximal effect; nearly all actives have a fitted effect of over 65% in size
Target sequence (P08659 whole entry, looked up): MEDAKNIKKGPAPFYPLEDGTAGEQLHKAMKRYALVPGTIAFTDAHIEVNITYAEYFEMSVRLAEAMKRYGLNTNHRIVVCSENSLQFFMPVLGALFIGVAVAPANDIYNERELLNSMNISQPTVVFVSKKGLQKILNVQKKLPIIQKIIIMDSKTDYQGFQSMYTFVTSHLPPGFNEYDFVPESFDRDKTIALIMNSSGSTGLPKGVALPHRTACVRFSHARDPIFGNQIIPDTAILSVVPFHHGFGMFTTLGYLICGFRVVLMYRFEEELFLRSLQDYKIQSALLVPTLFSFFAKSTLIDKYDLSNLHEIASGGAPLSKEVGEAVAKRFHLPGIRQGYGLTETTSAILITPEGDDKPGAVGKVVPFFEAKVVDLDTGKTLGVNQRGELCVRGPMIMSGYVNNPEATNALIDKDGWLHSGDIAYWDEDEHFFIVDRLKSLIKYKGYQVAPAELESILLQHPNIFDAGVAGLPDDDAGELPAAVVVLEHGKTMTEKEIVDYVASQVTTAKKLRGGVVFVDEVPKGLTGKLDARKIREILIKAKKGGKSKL
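Inhibitors were tested against purified firefly luciferase in a biochemical, low-substrate format (both substrates at 10uM) and luminescence measured with a CCD imager.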
SNCA expr inh – SNCA gene expression inhibition | HEK-293 SNCA-luciferase knock-in, luminescence, 24 h | Potency, µM (highest dose often 57.2 µM), for inactives: at the highest dose activity change, negative = inhibition, most hits filed as inhibitors | 0.17% of 140,000 active;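 also: potency is read from the fitted curve at half-maximal effect; plate controls were DMSO cells for no effect and cell-free wells for full effect; nearly all actives have a fitted effect of over 45% in size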
3T3 cytotox – kills NIH 3T3 cells; NIH 3T3 viability, CellTiter-Glo ATP luminescence, 48-72 h; 4.3% of 94,000 active; Potency, µM (top dose mostly 96.7 µM), for inactives: at the top dose activity change, negative = cytotoxicity, most hits filed as inhibitors; also: potency is read from the fitted curve at half-maximal effect; nearly all actives have a fitted effect of over 55% in size
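Cytotoxicity is measured as loss of cellular ATP: NIH 3T3 cells (400/well) are exposed to compound for 48 or 72 hr at 37 °C, then CellTiter-Glo luminescence is imaged after 10 min at room temperature.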
GPT2 inhibitor – inhibitors of human GPT2 alanine aminotransferase. Recombinant GPT2, coupled pyruvate oxidase/HRP Amplex Red fluorescence. Potency, µM (titrated, usually from 57.7 µM), for the others: at the top dose activity change, negative = inhibition, hits mostly inhibitors. 0.25% of 100,000 active; also: potency is read from the fitted curve at half-maximal effect; nearly all actives have a fitted effect of over 60% in size; many of its hits are not listed in these tables
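Fluorescence of coupled pyruvate oxidase/HRP/Amplex Red system (50uM Amplex, 30 min, dark) reports pyruvate formed by GPT2. Enzyme reaction: 10ng/uL GPT2, 2mM L-alanine, 250uM a-KG, 30 min room temperature, pH 7.5; 50uM AOA control.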
SNCA viab count – reduces viability of HEK-293 SNCA reporter cells | HEK-293-SNCA-luc viability, GF-AFC fluorescence, 24 h | Potency, µM (series often up to 57.1 µM), for the others: top-dose activity change, negative = cytotoxicity, hits mostly cytotoxic | 0.12% of 150,000 active | AID 1671193;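 also: potency is read from the fitted curve at half-maximal effect; 0% = DMSO-treated cells and -100% = medium-only wells without cells; nearly all actives have a fitted effect of over 30% in size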
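Cytotoxicity counterscreen: after 24 h compound treatment of genome-edited SNCA-luciferase HEK-293 cells, live-cell protease substrate GF-AFC read by fluorescence after 30 min; activity scaled between DMSO (0%) and medium-only (-100%), curves Hill-fitted.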
HEK cytotox – HEK 293 cell cytotoxicity. HEK 293 viability, ATP luminescence (CellTiter-Glo), 48-72 h. 6.6% of 94,000 active. Potency, µM (top dose mostly 115 µM), inactives show at the highest dose activity change, negative = cytotoxicity, hits mostly inhibitors; also: potency is read from the fitted curve at half-maximal effect; nearly all actives have a fitted effect of over 60% in size
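Cells seeded first (HEK 293, 250 cells/well), then compound added by pintool. Incubation ran 48 or 72 hr at 37 degree Celsius. CellTiter-Glo was added and luminescence imaged after 10 min at room temperature.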
IP6K1 inh – IP6K1 kinase inhibition; Q92551; IP6K1 kinase, ADP-Glo luminescence, 2 h; active compounds read low; activity change, % (series mostly up to about 58 µM); 0.81% of 140,000 active; AID 1645851; in the data active = activity change below about -25%
Target sequence (Q92551 whole entry, looked up): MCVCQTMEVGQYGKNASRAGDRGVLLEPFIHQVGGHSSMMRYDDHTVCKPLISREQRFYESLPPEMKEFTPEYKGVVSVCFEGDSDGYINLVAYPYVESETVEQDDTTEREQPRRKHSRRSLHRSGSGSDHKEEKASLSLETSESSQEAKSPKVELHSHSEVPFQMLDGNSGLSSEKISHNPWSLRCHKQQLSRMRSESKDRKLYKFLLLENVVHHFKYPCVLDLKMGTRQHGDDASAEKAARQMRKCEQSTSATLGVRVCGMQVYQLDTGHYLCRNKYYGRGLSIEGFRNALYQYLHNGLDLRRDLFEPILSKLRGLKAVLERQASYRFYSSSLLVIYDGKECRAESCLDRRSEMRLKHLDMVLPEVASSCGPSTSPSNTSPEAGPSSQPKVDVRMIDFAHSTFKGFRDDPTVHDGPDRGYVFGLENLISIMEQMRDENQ
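ADP-Glo luminescence measures ADP made by human IP6K1 during a 2 h RT reaction with ATP/IP6 (mix at 1.3 mM/130 uM); top library doses 57.5 and 19.1 uM final.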
Starred values were filed as active, the others as inactive; i = inactive; ? = inconclusive; / = no result given; [ ] = dose if it differs, or a comment. Unless noted, calls follow the shape of the dose curve; as a rule, active = well fitted curve in the direction sought with a large enough effect; inconclusive = small, poorly fitted or top-dose-only effect, or another doubt; inactive = no such curve, though single readings can be large; an effect the other way counts as inactive or inconclusive. Unless noted, % is scaled to controls: 0 for no effect and ±100 for the full control effect.

Below each SMILES: FLuc inh	SNCA expr inh	3T3 cytotox	GPT2 inhibitor	SNCA viab count	HEK cytotox	IP6K1 inh
1) C=CCN1C[C@@H]2C[C@@H](C(=O)NC)N(C(=O)c3cccc4c3OC(F)(F)O4)c3cccc(c32)C1=O
→ /	-6.6%[25.6 µM]	-14.4%[46.1 µM]	0.7%[27.3 µM]	5.2%[23.9 µM]	?	11.3
2) O=C(c1cc2n(n1)CC(c1ccc3c(c1)OCO3)OC2)N1CCN(c2ccccc2)CC1 (stereo not drawn)
→ -17.8%	?	?	-7.3%	-5.6%	?	14.3
3) CC(C)NC(=O)N1C2CCC1CN(c1ccc(C(F)(F)F)cc1)C2
→ /	?	?	3.0%	4.1%	?	0.2
4) COc1ccc(CNC(=O)C[C@@H]2O[C@H](Cn3cc(CN(C)Cc4ccccc4)nn3)[C@@H](O)[C@H]2O)cc1
→ -11.6%	3.0%	-13.6%	2.6%	-1.4%	-1.4%	1.5
5) O=C(Nc1ccc(Cl)cc1)N1CCC(C(=O)N2CCC(N3Cc4ccccc4C3=O)CC2)CC1
→ /	10.0%	?	i	-12.7%	?	14.8
6) Cn1nc(C2CCCN(C(=O)c3ccoc3)C2)n(C2CCCC2)c1=O (stereo not drawn)
→ /	?	-14.5%	i	-1.2%	1.9%	4.6
7) O=C(c1ccc(Cl)s1)N1CCC(n2cnnc2C2CC2)CC1
→ -3.9%	36.0%[activator]	0.4%	i	5.7%	i	-3.2
8) CCOC1CCOC2(CCN(C(=O)c3cccc(C)c3)CC2)C1 (stereo not drawn)
→ /	17.5%	-9.8%	1.3%	-4.9%	-3.3%	13.6
9) Cn1cc(C(=O)N2CCC3(CC2)c2nc[nH]c2CCN3S(C)(=O)=O)cn1
→ -1.0%	?	4.4%	-6.2%[11.5 µM]	-7.9%	i	16.0
10) COc1nc2c(cc1CNC(=O)CO)C(=O)N(CCc1ccccn1)C2
→ -3.0%	10.0%	?	-29.1%	-9.6%	?	-6.0
11) CN1CCC2(C1)CN(Cc1ccccc1)c1ccc(C(=O)NC3CCCCC3)cc12 (stereo not drawn)
→ -17.6%[172 µM]	16.2%[87.6 µM]	?	i	-3.5%[87.6 µM]	79.4µM*	-2.0
12) O=C(CSc1nc2c([nH]c3ccccc32)c(=O)n1-c1ccccc1)Nc1ccc(Cl)c(Cl)c1
→ /	?	/	/	-18.9%	/	15.0
13) Cc1ccc(-n2cc(C(=O)OCc3ccc(Cl)cc3)c3ccccc3c2=O)cc1
→ /	-6.4%	/	/	-7.4%	/	-8.0
14) CN(C(=O)c1ccc(C(F)(F)F)cc1)C1CCCc2ccccc21 (stereo not drawn)
→ ?	80.8%[activator][87.6 µM]	50.1µM*	-3.1%[88.5 µM]	20.3%[87.6 µM]	?	-8.6
15) OCCn1nc(-c2ccncc2)nc1CC12CC3CC(CC(O)(C3)C1)C2
→ 13.1%	16.9%	-11.9%	3.7%	-6.5%	-35.2%	-1.8
16) Cc1ccc(-c2cccc(CN3CCCC3C(=O)N3CCOCC3)c2)cc1Cl (stereo not drawn)
→ /	/	?	/	/	?	-12.4
17) CCOC(=O)c1ccc(NC(=O)CN(Cc2ccc(C)cc2)S(=O)(=O)c2ccc(C)cc2)cc1
→ /	?	/	/	9.0%	/	-11.6
18) COc1ccc(N2CC3CCC(C2)N3[S+](C)(=O)[O-])cc1
→ /	-12.5%	i	i	-1.2%	i	-3.7
19) CCN1CCN(CCCNC(=O)Cn2c(-c3cccs3)cc3cc(F)ccc32)CC1
→ /	3.8%	/	/	-22.7%	/	-23.3
20) O=C(COc1ccc(F)cc1)N1CCC(c2n[nH]c(=O)n2-c2ccccc2)CC1
→ 3.2%	-6.8%	?	4.4%	5.8%	3.9%	-0.6
21) N#Cc1cccc(-c2cn3c(n2)N(C(=O)c2cnccn2)CCC3)c1
→ -11.9%	36.8%[activator]	0.9%	-1.1%	1.4%	?	8.1
22) Cc1ccc2c(c1)c(Cn1cnc(-c3ccccc3)c1-c1cnc[nH]1)nn2C
→ -3.9%	1.3%	?	2.9%	-8.7%	?	-11.6
23) CCN1CCSc2ccc(C(=O)NCc3ccc(OC)cc3)cc21
→ /	55.9%[activator]	/	/	3.0%	/	-2.5
24) O=C(O)CCC(=O)N1CCC2(CC1)Cc1ccccc1N(C(=O)c1ccc(Cl)cc1)C2
→ /	10.9%	31.6µM*	-12.7%	-12.5%	i	-6.2
25) CO[C@H]1C[C@@H]2CC[C@@H](C)[C@@](O)(O2)C(=O)C(=O)N2CCCC[C@H]2C(=O)O[C@H]([C@H](C)C[C@@H]2CC[C@@H](OP(C)(C)=O)[C@H](OC)C2)CC(=O)[C@H](C)/C=C(\C)[C@@H](O)[C@@H](OC)C(=O)[C@H](C)C[C@H](C)/C=C/C=C/C=C/1C
→ /	/	/	2.2%[27.3 µM]	-25.2%[23.9 µM]	/	-13.0
26) COc1ccc(C(=O)N2CCCCCCNC(=O)[C@@H]3C[C@@H](c4nc(C(C)C)no4)C[C@@H]32)c(OC)n1
→ -2.7%	13.8%	?	-12.1%	-14.7%	?	0.0
27) CCOCc1nc(C2CCCN(C(=O)c3ccc(OC)cc3OC)C2)no1 (stereo not drawn)
→ -13.3%	136.6%[activator]	-8.3%	i	-12.5%[12.5 µM]	1.3%	-1.5
28) N#Cc1nc(-c2ccc(COc3ccc(Cl)cc3)o2)oc1N1CCN(c2ccccc2)CC1
→ /	3.7%	/	/	-6.7%	/	-18.3
29) O=C1CCN(Cc2ccc(C(F)(F)F)cc2)CCCC(c2nc(-c3cccnc3)no2)CCN1 (stereo not drawn)
→ 9.4%	4.6%	?	-7.2%	-1.8%	44.7µM*	19.7
30) CCOc1ccccc1NS(=O)(=O)c1ccc2[nH]c3c(c2c1)CCCCC3
→ /	-0.1%	/	/	1.2%	/	-7.1
31) O=C(CN1CCCc2nc(-c3ccccc3)ncc2C1=O)NC1CC1
→ -4.3%	3.7%	-19.4%	-9.8%	8.1%	-18.8%	4.6
32) CCN(CC)Cc1cnc2c(C(=O)NC3CCCN(C(C)=O)C3)cnn2c1 (stereo not drawn)
→ 6.4%	-28.1%	-7.2%	i	-10.2%	i	-12.7
33) CC1(C)CC(=O)C2=C(C1)NC(=S)NC2c1cccc(O)c1 (stereo not drawn)
→ /	/	/	-5.5%	-23.5%	/	-6.6
34) COC1C(=O)N(CC2CC2)C12CCN(C(=O)c1ccc(C)s1)CC2 (stereo not drawn)
→ -10.6%	-20.4%	-13.4%	-0.7%	-6.6%	-24.2%	-5.7
35) O=C1N[C@H](CC(=O)N2CCN(Cc3ccc4c(c3)OCO4)CC2)C(=O)Nc2ccccc21
→ 0.0%	-30.0%	-23.3%	1.6%	-0.2%	-24.8%	2.7
36) CC(C)CCNc1nc2c(S(=O)(=O)c3ccc(Br)cc3)nnn2c2ccsc12
→ /	27.5%	/	/	10.3%	/	22.5
37) Cn1c2c(c3ccccc31)CC=C1C[C@@H](O)CC[C@@]12C
→ /	/	?	/	/	?	-11.8
38) CN(CC1CCOC1)S(=O)(=O)c1ccc(F)cc1F (stereo not drawn)
→ -0.7%	46.6%[activator]	i	i	3.2%	14.2%	15.1
39) CCCN(C)C(=O)c1c(-c2ccccc2)noc1[C@H](C)O
→ 7.2%[230 µM]	7.1%[87.6 µM]	3.0%[174 µM]	0.5%[88.5 µM]	3.7%[87.6 µM]	-13.5%[230 µM]	-7.8
40) CC(C)c1nc2c(c(-c3ccc(Cl)cc3)n1)CCN([S+](=O)([O-])c1ccccc1)CC2
→ /	5.6%	-21.5%	i	-7.0%	?	6.1
41) O=C(c1ccc2ccccc2c1)N1C[C@@H]2C[C@H](C1)c1ccc(NS(=O)(=O)Cc3ccccc3)c(=O)n1C2
→ 11.0%	-1.1%	79.4µM*	i	-28.4%	?	-15.0
42) CCc1ncc(C(=O)N2CCN(Cc3ccccc3C#N)CC2)cn1
→ 2.1%	-12.7%	-4.5%	i	0.5%	1.8%	-3.0
43) COc1ccc(CNC(=O)CN(c2ccc(C)cc2)S(=O)(=O)c2c(C)n[nH]c2C)cc1
→ /	?	/	/	1.5%	/	-3.3
44) O=C(NCCCc1ccccc1)C1CCCN(c2nc3ncccc3o2)C1 (stereo not drawn)
→ -0.8%	?	-17.1%	2.2%	-16.5%	-27.4%	10.1
45) CS(=O)(=O)N1CCCC(C(=O)NCCc2ccccc2)CCNC(=O)CC1 (stereo not drawn)
→ -10.1%	2.4%	-3.8%	-8.2%	16.0%	3.2%	-7.1
46) O=C(CCC1CCN(C(=O)c2ccccc2)CC1)Nc1ccccc1
→ 0.0%	35.0%[activator]	?	-5.5%	5.7%	?	15.2
47) CCOc1ccc(C2C(C(N)=O)=C(C)Nc3nc(SCc4ccccc4F)nn32)cc1 (stereo not drawn)
→ /	-13.8%	/	/	2.9%	/	-0.4
48) CCc1ccccc1NC(=O)C1CN(S(=O)(=O)c2cccnc2)CC12CCCCC2 (stereo not drawn)
→ 11.2%	12.1%	-20.8%	0.1%	-11.0%	?	8.2
49) COCC(=O)NC[C@H]1OC[C@@H](NC2CCN(C)CC2)[C@@H]1O
→ -4.6%[172 µM]	3.8%[87.6 µM]	i	-7.3%[88.5 µM]	4.2%[87.6 µM]	i	-4.1
50) O=c1c2c(nc3cc(-c4ccccc4)[nH]n13)CN(S(=O)(=O)c1cccs1)CC2
→ -10.0%	-5.2%	-26.9%	i	-15.7%	?	19.3
51) CNC(=O)N1CCC(C2CCN(C3CCN(CCc4ccccc4)CC3)C2)CC1 (stereo not drawn)
→ -5.7%	?	?	-18.6%	5.6%[12.5 µM]	?	1.5
52) CCS(=O)(=O)N1C[C@@H](C(=O)N2CCCCCC2)[C@H](c2ccncc2)C1
→ 0.2%	-18.1%	-26.5%	3.0%	-4.5%	-9.3%	-2.4
53) N#Cc1ccccc1CSc1nnc(-c2ccc(Br)cc2)o1
→ /	116.3%[activator]	/	/	-0.4%	/	2.0
54) CC1=CC(=O)C(=C(C)C)CC2C1CCC2(C)O (stereo not drawn)
→ /	/	/	-0.9%	14.8%	/	0.5
55) COc1ccc(NC(=O)c2oc3ccccc3c2NC(=O)COc2ccc(C(C)C)cc2)c(OC)c1
→ /	8.3%	/	/	-2.8%	/	-9.1
56) COc1ccccc1CNC(=O)CCc1nc(C2CCCN2C(=O)NC(C)C)no1 (stereo not drawn)
→ 0.7%	6.4%	i	i	1.1%	4.4%	24.8
57) CC(=O)c1cc(CC(=O)N2CCC3(CCCN(C(C)C)C3=O)C2)cs1 (stereo not drawn)
→ -5.8%	12.7%	1.3%	2.6%[11.5 µM]	7.0%	3.9%	19.1

An excerpt. The share of hits here may be higher or lower than overall.
